All columns: NCI-60 one-dose screen, growth in % after 48 h at 10 µM unless noted; 100 = growth as untreated, 0 = no growth, -100 = all killed.
SK-MEL-5: SK-MEL-5 melanoma. 80,000 compounds, 6.4% hits. AID 1794755
MALME-3M: MALME-3M melanoma; 78,000 compounds, 5.8% hits; AID 1794766
SK-MEL-2: SK-MEL-2 melanoma. 77,000 compounds, 4.7% hits
LOX IMVI: LOX IMVI melanoma | 79,000 compounds, 7.4% hits
SK-MEL-28: SK-MEL-28 melanoma. 81,000 compounds, 4.1% hits
UACC-257: UACC-257 melanoma; 78,000 compounds, 4.4% hits; AID 1794764
UACC-62: UACC-62 melanoma; 81,000 compounds, 5.4% hits; AID 1794756
HS 578T: HS 578T breast cancer | 78,000 compounds, 4.1% hits
* marks the source's active call; other numbers are inactive results; . = no result given. The calls were made as follows: active = growth percent below 10; inactive = the rest.

SMILES	SK-MEL-5	MALME-3M	SK-MEL-2	LOX IMVI	SK-MEL-28	UACC-257	UACC-62	HS 578T
Cn1c(-c2ccncc2)nc(=O)c2ccccc21	106	108	114	102	113	100	102	104
CC1=C(C)C(=O)C(C(C2=C(C)C(=O)C(C)=C(C)C2=O)c2ccccc2)=C(C)C1=O	77	125	93	89	115	96	66	76
CNC(=O)c1[nH]cc(-c2ccccc2)c1-c1cc(OC)c2c(c1OC)OCO2	105	105	102	99	108	101	91	102
C=C1CCC2C3(C)COC(C)(C)OC3CCC2(C)C1C/C=C1/C(=O)OCC1Oc1ccccc1OC (configuration not stated)	95	112	96	-4.0*	101	85	80	113
CC(C)Cc1cc(CNC(=O)CN2CCN(c3ccccc3)CC2)nn1-c1ccccc1	98	97	101	93	110	69	85	90
CC1(C)CC(=O)CC2(C1)N=C(N)Nc1nc3ccccc3n12 (configuration not stated)	97	104	100	95	101	106	96	137
O=C(COC(=O)c1ccccc1)NCCCCc1ccccc1	99	110	101	98	108	101	93	102
CCC(=O)O/N=C(\Cn1ccnc1)c1ccc(Cl)cc1	104	101	88	99	108	82	90	97
CN1CCN(Cc2ccc(NC(=O)c3cncc(C#Cc4cnc(N)c5ncccc45)c3)cc2C(F)(F)F)CC1	-92*	-73*	-77*	-84*	-87*	17	6.7*	-30*
CNc1ccc(Cc2c[nH]c3ccccc23)cc1	105	114	106	.	106	110	91	92
O=C(CCCCCCCCC(=O)N(C1CCCCC1)C1CCCCC1)N(C1CCCCC1)C1CCCCC1	61	65	75	70	64	61	53	86
Nc1ccn(C2OC3COC2C3O)c(=O)n1 (configuration not stated)	100	93	.	102	106	95	97	115
COc1ccc(C(=O)c2cc(C(=O)/C=C/c3ccc(N(C)C)cc3OC)c3cc(C)ccn23)cc1	97	121	106	101	106	110	91	115
Clc1nn2c(Cn3cnc4c(N5CCOCC5)ncnc43)nnc2c2ccccc12	93	88	89	90	95	98	73	88
CCC(C)Oc1cc(/C=N/NC(=O)c2cnn3c2NC(c2ccccc2)C3)ccc1OC (configuration not stated)	21	58	36	26	59	56	36	-15*
Nc1nc2nc(/N=N/SCCO)[nH]c2c(=O)[nH]1	99	95	115	105	105	101	97	98
CCOC(=O)c1cc(C#N)n2ccc3ccccc3c12	97	104	106	96	106	104	91	112
COc1cc(C2SCC(=O)N2Cc2ccc3c(c2)OCO3)cc(OC)c1OC (configuration not stated)	104	101	105	101	116	102	100	113
C=C(Cl)COC(=O)C(C)OC(C)=O (configuration not stated)	97	99	106	98	99	101	105	96
COc1cc2c(c(OC)c1OC)C(=O)CC(c1cccc(NC(=O)c3ccccc3Br)c1)O2 (configuration not stated)	86	105	76	93	111	90	72	79
CN1CCc2cc3c(c4c2[C@@]1(C)[C@@H](O)c1ccccc1-4)OCO3	93	103	103	88	118	88	89	100
CCOC(=O)c1cc(C(=O)c2cc(OC)c(OC)c(OC)c2)n2c1ccc1c3cccnc3ccc12	34	79	41	47	80	73	58	73
CCOC(=O)NNC(N)=S	101	102	116	102	105	102	110	131
CN(C)c1ccc(C(=C2C=CC(=[N+](C)C)C=C2)c2ccc(N(C)C)cc2)cc1 (tested in a mixture with another compound)	-99*	-63*	-67*	-89*	-87*	-67*	-64*	-2.0*
CC1=C2C[C@H](C3(N)CC4(CC4)NC3=O)[C@H](O)C[C@@]2(C)CCC1 (some centres not stated)	95	99	.	94	116	91	99	102
Continuation:
SMILES	SK-MEL-5	MALME-3M	SK-MEL-2	LOX IMVI	SK-MEL-28	UACC-257	UACC-62	HS 578T
CCSc1nnc(NC(=O)c2cc(-c3ccccc3)oc2C)s1	102	108	111	99	108	98	98	107
C#Cc1ccc(-n2c(/C=C/c3ccc4ccccc4c3)nc3ncccc3c2=O)cc1	-90*	39	-33*	-39*	59	13	27	73
C#CCn1cc(C=C2C(=O)NC(=S)NC2=O)c2cc(Cl)ccc21	41	44	89	-46*	-27*	62	1.1*	-0.9*
C=CC[C@]1(C#N)CC2C=CC1C2 (some centres not stated)	100	96	111	92	147	133	97	109
COc1cc(/C=C/C(=O)N2CCN(C)CC2)c(OC)c2c1OCO2	99	93	110	98	98	103	97	88
Nc1nc2nn(-c3ccccc3)nc2c(=O)[nH]1	99	91	103	100	95	92	87	135
COc1ccc(C(=O)/C=C/c2ccc(Oc3ccc(Br)cc3)cc2)cc1OC	93	93	100	84	101	94	83	102
Cc1nc2sc(C(=O)Nc3cccc4ncccc34)c(N)c2cc1C(C)O (configuration not stated)	57	74	35	74	67	76	43	64
CCC(=O)c1ccc(OC)c(OC)c1OCc1ccccc1	113	.	105	91	105	96	102	.
CC1(C)CC(=O)C2=C(C1)N(CCc1ccc(S(N)(=O)=O)cc1)C1=C(C(=O)CC(C)(C)C1)C2c1ccccc1Br	87	99	.	98	100	104	73	100
CCOC(=O)N1CCN(CC(=O)Nc2c(C)cccc2C)CC1	102	87	95	96	113	94	101	110
Nc1c(Cl)cc2c(c1Br)Cc1ccccc1-2	101	.	97	85	120	111	95	100
O=C(NCc1ccccc1)NNC(=O)c1ccc(-n2cc(-c3ccccc3)nn2)cc1	99	103	115	103	107	106	96	96
c1cc[n+](C2c3ccccc3C([n+]3ccccc3)c3ccccc32)cc1 (configuration not stated)	28	53	93	76	62	80	67	.
O=C(O)CN1C(=O)/C(=C/C(Cl)=C/c2ccccc2)SC1=S	96	94	108	91	100	98	92	98
O=C(Nc1c(Cl)cccc1Cl)OCc1ccc2c(c1)OCO2	101	101	.	.	97	110	97	101
CSc1ncc2[nH]c(C(O)c3ccccc3)nc2n1 (configuration not stated)	90	.	111	98	96	98	83	98
c1ccc(-c2cc(-c3cc(-c4ccccc4)on3)no2)cc1	101	114	20	69	102	80	90	116
CCCCCCCCN(CCCCCCCC)C(C)C(O)c1ccc2cc(Br)c3ccccc3c2c1 (configuration not stated)	115	119	134	102	124	97	109	.
Cc1ccc(C2CC(c3cccc(Nc4ccncc4)c3)=NN2c2ccccc2)cc1 (configuration not stated)	-94*	-93*	-65*	-100*	-99*	-56*	-95*	-58*
COc1ccc(NC(=O)CN2CCN(c3cc(=O)n(-c4ccccc4)c4ccccc34)CC2)cc1	75	.	103	88	105	90	81	95
O=c1[nH]cc(NCc2ccccc2)c(=O)[nH]1	101	105	111	101	97	112	105	102
CCCOc1cc2ccccc2cc1C(=O)Nc1nc(NC)c2c(ccc3nccc32)[nH]1	.	-81*	-61*	-81*	-84*	-75*	-77*	-56*
NCCCc1ccc2c(c1)oc1ccccc12	109	109	116	92	107	100	100	.
CCCCNC(=O)OCc1cc(=O)c(O)co1	100	104	107	94	114	107	97	101
Later entries
SMILES	SK-MEL-5	MALME-3M	SK-MEL-2	LOX IMVI	SK-MEL-28	UACC-257	UACC-62	HS 578T
COc1ccc(-c2cc(C(=O)N=Nc3c(O)[nH]c4ccc(Br)cc34)no2)cc1	97	92	98	96	113	112	101	96
CCOC(=O)C1=C(C)NC(=O)NC1c1ccc(OCc2cn(-c3ccc(C(C)=O)cc3)nn2)cc1 (configuration not stated)	99	102	89	94	105	96	92	95
Nc1nc(-c2ccc(C(F)(F)F)cc2)nn1-c1nc2ccccc2s1	95	102	104	100	103	100	96	100
COc1cc2c(c(OC)c1OC)C(=O)N[C@@H]1[C@@H](O)[C@@H](O)[C@H](O)C[C@@H]21	104	108	117	98	111	100	94	108
CC(C)C(=O)Nc1cc(-c2ccc(C#N)n2C)ccc1F	105	99	102	108	95	102	94	104
CCN(CC)Cc1cc(/C=C2\CC/C(=C\c3cc(CN(CC)CC)c(O)c(OC)c3)C2=O)cc(OC)c1O	99	124	121	96	114	110	107	104
CCOC(=O)C(CCN(C)C)c1ccccc1 (configuration not stated)	103	96	101	98	98	94	102	98
COc1ccc(C(=O)Nn2cnc3oc(-c4ccc(OC)cc4)cc3c2=N)cc1	102	111	101	104	112	113	104	104
COc1ccc(NC(=O)c2sc3nc4c(cc3c2N)COCC4)cc1	75	98	88	103	83	90	71	97
Cn1cc2c(c1)-c1c(sc3nc(-c4ccc(NC(=O)Nc5cc(C(C)(C)C)on5)cc4)cn13)CC2	63	66	65	17	54	93	88	-0.1*
COc1cccc(/C(C)=N/NC(=O)CSc2nc3ccccc3c(=O)n2CCc2ccc(S(N)(=O)=O)cc2)c1	1.5*	-15*	30	26	67	45	25	30
O=C1c2ccccc2-c2ccc([N+](=O)[O-])cc21	105	120	88	104	107	93	103	.
CC(=O)c1ccc(Nc2nc(SCC(C)C)nc(-c3ccccc3)c2C#N)cc1	100	95	77	87	101	105	75	45
COc1cc(NC(=O)CSc2nnc(-c3ccc(-c4nc5ccccc5[nH]4)cc3)o2)cc(OC)c1OC	55	52	78	68	80	89	46	72
CCCCC(CC)COC(=O)CC(O)(CC(=O)OCC(CC)CCCC)C(=O)OCC(CC)CCCC (configuration not stated)	109	114	109	92	130	.	104	105
CN(/N=C/c1ccccc1O)C(=O)c1ccccc1N	101	92	103	100	105	97	99	102
Cc1c(-c2nnc(-c3ccccc3O)o2)nnn1-c1ccc([N+](=O)[O-])cc1	108	109	103	105	107	98	85	112
CCOC(=O)c1nocc1CCCOc1ccc(C(=O)NCc2cccc(C(F)(F)F)c2)cc1C	104	104	107	97	104	111	103	94
O=C1OC(c2cc(Br)c(O)c(Br)c2)c2ccccc21 (configuration not stated)	105	137	101	98	115	90	91	99
CCCC(=O)Oc1ccc(/C(=C(/CC)Cc2ccccc2)c2ccc(OCCN3CCCC3)cc2)cc1	66	91	103	25	-20*	88	24	83
COc1ccc(C(=O)c2cc(C(C)=O)c3ccc(C(C)=O)cn23)cc1	98	113	113	92	116	93	88	96
COc1ccc(-n2/c(=N/C(=S)N(C)C)ss/c2=N\C(=S)N(C)C)cc1	89	90	105	100	112	93	101	93
CCSc1ncnc2c1ncn2C1OC(CO)C(O)C1O (configuration not stated)	33	53	63	.	83	60	51	.
CC1=C(C)Cc2c(OC(=O)c3ccccc3)ccc(OC(=O)c3ccccc3)c2C1	98	123	120	106	122	118	94	138
c1ccc(-c2noc3ncnc(Nc4ccc(N5CCCCC5)cc4)c23)cc1	94	90	106	101	94	91	88	98
(list continues)
SMILES	SK-MEL-5	MALME-3M	SK-MEL-2	LOX IMVI	SK-MEL-28	UACC-257	UACC-62	HS 578T
N#CCNC(=O)C(c1ccccc1)c1ccccc1	108	127	110	101	120	118	114	199
COc1cc(/C=N/N=C(N)N)cc(I)c1O	106	91	97	96	112	116	102	104
O=C(O)c1cc(Br)c(Br)s1	102	108	104	96	103	107	87	98
O=C(O)/C=C/C(=O)N1CCOCC1	95	96	99	99	105	85	.	97
N#Cc1c(-c2c(Cl)cccc2Cl)nc(SCc2nnc(-c3ccc(Cl)cc3)o2)[nH]c1=O	99	87	80	91	114	94	93	94
COc1cc(N/C=C2/CC(C(=O)NCc3ccc(Cl)cc3Cl)NC2=O)cc(OC)c1OC (configuration not stated)	103	106	109	105	107	105	108	126
COc1ccc(-c2nnc(CNc3ccccc3OC)o2)cc1	105	101	94	94	111	91	86	88
O=C(NNC(=O)c1ccc(OCc2nc3ccc(Cl)cc3[nH]2)cc1)Nc1ccc(Cl)c(Cl)c1	57	6.7*	73	40	8.8*	96	63	82
Oc1ccc2[nH]cc(-c3cncc(-c4c[nH]c5ccc(O)cc45)c3)c2c1	96	115	101	99	112	87	99	89
Cc1ccc(-c2cc(-c3ccc(Cl)cc3)nc(NC(=O)c3ccncc3)n2)cc1	101	109	98	93	115	113	83	94
N#Cc1c(N)nnn1Cc1cc(=O)oc2c1ccc1ccccc12	98	103	95	59	113	98	93	101
CSc1nc(O)c(Nc2cccc(Cl)c2)c(=O)[nH]1	105	114	111	102	108	110	92	103
CCCCCCCCCCCCSP(SCCCCCCCCCCCC)SCCCCCCCCCCCC	102	110	123	102	113	110	107	104
CNC1(C#N)CCN(Cc2ccccc2)CC1	116	226	93	102	136	101	93	104

Compound profiles (already shown):
COc1cc(/C=N/N=C(N)N)cc(I)c1O across the screens: SK-MEL-5: 106; MALME-3M: 91; SK-MEL-2: 97; LOX IMVI: 96; SK-MEL-28: 112; UACC-257: 116; UACC-62: 102; HS 578T: 104
N#Cc1c(-c2c(Cl)cccc2Cl)nc(SCc2nnc(-c3ccc(Cl)cc3)o2)[nH]c1=O across the screens: SK-MEL-5: 99; MALME-3M: 87; SK-MEL-2: 80; LOX IMVI: 91; SK-MEL-28: 114; UACC-257: 94; UACC-62: 93; HS 578T: 94

Among those listed so far, these have a Cl atom.
SMILES	SK-MEL-5	MALME-3M	SK-MEL-2	LOX IMVI	SK-MEL-28	UACC-257	UACC-62	HS 578T
CCC(=O)O/N=C(\Cn1ccnc1)c1ccc(Cl)cc1	104	101	88	99	108	82	90	97
Clc1nn2c(Cn3cnc4c(N5CCOCC5)ncnc43)nnc2c2ccccc12	93	88	89	90	95	98	73	88
C=C(Cl)COC(=O)C(C)OC(C)=O (configuration not stated)	97	99	106	98	99	101	105	96
C#CCn1cc(C=C2C(=O)NC(=S)NC2=O)c2cc(Cl)ccc21	41	44	89	-46*	-27*	62	1.1*	-0.9*
Nc1c(Cl)cc2c(c1Br)Cc1ccccc1-2	101	.	97	85	120	111	95	100
O=C(O)CN1C(=O)/C(=C/C(Cl)=C/c2ccccc2)SC1=S	96	94	108	91	100	98	92	98
O=C(Nc1c(Cl)cccc1Cl)OCc1ccc2c(c1)OCO2	101	101	.	.	97	110	97	101
N#Cc1c(-c2c(Cl)cccc2Cl)nc(SCc2nnc(-c3ccc(Cl)cc3)o2)[nH]c1=O	99	87	80	91	114	94	93	94
COc1cc(N/C=C2/CC(C(=O)NCc3ccc(Cl)cc3Cl)NC2=O)cc(OC)c1OC (configuration not stated)	103	106	109	105	107	105	108	126
O=C(NNC(=O)c1ccc(OCc2nc3ccc(Cl)cc3[nH]2)cc1)Nc1ccc(Cl)c(Cl)c1	57	6.7*	73	40	8.8*	96	63	82
Cc1ccc(-c2cc(-c3ccc(Cl)cc3)nc(NC(=O)c3ccncc3)n2)cc1	101	109	98	93	115	113	83	94
CSc1nc(O)c(Nc2cccc(Cl)c2)c(=O)[nH]1	105	114	111	102	108	110	92	103

Source: PubChem (NCI)
